RmlCD inh mix: mixture blocks RmlC and RmlD coupled enzyme activity; inhibition, % at 5.5 µM; hit rate 0.39% among 110,000; AID 1532; RmlC/RmlD coupled enzyme inhibition, 384-well mixture HTS; in the data active means inhibition above about 30%, passing the limit was not always enough; further: strong numbers were not always called active
RT RNaseH block: inhibitors of HIV-1 reverse transcriptase RNase H | RT-RNase H RNA/DNA duplex cleavage, fluorescence | inhibition, % at 10 µM | hit rate 1.9% among 65,000; in the data active means inhibition above about 50%
The depositor's hits bear a star; x = not tested or not shown. An excerpt. The share of hits here may be higher or lower than overall.

SMILES	RmlCD inh mix	RT RNaseH block
Cc1occc1-c1nnc(SCC(=O)c2ccc(F)cc2)o1	-5	-20
O=C(NC1CCCCC1)NC1CCN(S(=O)(=O)c2ccc3c(c2)OCCO3)CC1	-13	4
Cc1ccccc1-c1nc(CN2CCCC(C(=O)NCc3cccnc3)C2)c(C)o1 (stereo not given)	-1	6
CCS(=O)(=O)c1ccc2oc(SCC(=O)c3ccco3)nc2c1	-9	-18
CC1CCCC(NC(=O)c2cn(C)c3ccc(S(=O)(=O)N4CCCC4)cc3c2=O)C1C (stereo not given)	x	16
COc1ccc2nc(NC(=O)CSc3nc(C)cc(C)n3)sc2c1	6	x
NC(=O)c1ccc(OCC(F)(F)C(F)(F)C(F)(F)C(F)(F)C(F)(F)C(F)F)cc1	11	2
CCCNC(=O)CN1C(=O)NC2(CCCc3cc(OC)ccc32)C1=O (stereo not given)	-12	x
Cc1noc(C)c1COc1ccc(C(=O)OCC(=O)N2CC(=O)Nc3ccccc32)cc1	7	x
COc1ccc(OCC(=O)N/N=C/c2ccc(O[C@@H]3O[C@H](CO)[C@@H](O)[C@H](O)[C@H]3O)cc2)cc1	-9	x
Cn1c(=O)cc(OCC(=O)NCc2ccccn2)c2ccccc21	9	-11
COC(=O)c1ccc(NC(=S)NCCC2=CCCCC2)cc1	28	x
CCOC(=O)c1[nH]c(COC(=O)C2CC(=O)N(Cc3ccccc3)C2)c(C(=O)OCC)c1C (stereo not given)	-36	-10
O=C(Nc1ccc(-n2nncc2-c2ccco2)cc1)c1ccc(F)cc1	-9	18
CCN(CC)CCOCCOC(=O)C1(c2ccccc2)CCCC1	-11	x
COC(=O)c1cc(OC)c(OC)cc1NC(=O)c1ccc(OC)c(OC)c1	-10	x
Cc1cc(/C=N/n2cnnc2)c(C)n1-c1ccc(OCc2ccc(Cl)cc2Cl)cc1	-12	x
CCOC(=O)CNS(=O)(=O)CCN1C(=O)c2ccccc2C1=O	3	-12
O=Cc1ccc(N2CCCCCC2)cc1	2	x
Cc1ccc2cc(CN(Cc3ccco3)C(=O)c3ccccc3)c(=O)[nH]c2c1C	8	-1

Grouped by structure: those above with a furan ring, fused or not.
SMILES	RmlCD inh mix	RT RNaseH block
Cc1occc1-c1nnc(SCC(=O)c2ccc(F)cc2)o1	-5	-20
CCS(=O)(=O)c1ccc2oc(SCC(=O)c3ccco3)nc2c1	-9	-18
O=C(Nc1ccc(-n2nncc2-c2ccco2)cc1)c1ccc(F)cc1	-9	18
Cc1ccc2cc(CN(Cc3ccco3)C(=O)c3ccccc3)c(=O)[nH]c2c1C	8	-1

Following part:
SMILES	RmlCD inh mix	RT RNaseH block
O=C(CC1CCCCC1)NCc1cn2ccsc2n1	7	0
C=CCN(CC=C)Cc1c(C)[nH]c2ccc(C(=O)OCC)cc2c1=O	-9	x
CCOC(=O)CCC(=O)N1CCOCCN(C(=O)CCC(=O)OCC)CCOCC1	6	4
Cc1ccc(Cc2c(C)nc3nc(SCC(=O)N4CCC5(CC4)OCCO5)nn3c2C)cc1	-6	x
CCN(CC)c1nc(N)c2c(N)n(-c3ccccc3C)c(=S)c(C#N)c2c1C#N	11	-12
CC(C)OP(=O)(c1ccc(N(C)C)cc1)C(O)c1ccccc1F (stereo not given)	-6	-13
Cc1cccc(C(=O)N/N=C/c2ccc(OC3CSC3)cc2)c1	-10	x
CO[C@H]1C=CO[C@@]2(C)Oc3c(C)c(O)c4c(O)c(c(C=NN5CCN(C)CC5)c(O)c4c3C2=O)NC(=O)C(C)=CC=C[C@H](C)[C@H](O)[C@@H](C)[C@@H](O)[C@@H](C)[C@H](OC(C)=O)[C@@H]1C	-8	10
Cc1cc(C)n(-c2nc3ccccc3nc2Nc2ccc(CC(=O)O)cc2)n1	3	-8
CCn1c2ccccc2c2cc(NC(=O)CCCN3C(=O)CCC3=O)ccc21	-5	3
Nc1ccccc1C(=O)NNc1ncc(C(F)(F)F)cc1Cl	1	x
O=C(/C=C/c1ccccc1)N(c1ccccn1)C1CCCCC1	3	x
CCOCCCNC(=O)C(NC(=O)c1ccc(=O)[nH]c1)c1ccc(Cl)cc1 (stereo not given)	7	x
CC(C)CCNC(=O)NC(=O)CN1C(=O)NC2(CCCCC2)C1=O	-9	-5
Cn1c(=O)c2c(nc(CN3CCOCC3)n2CCN2CCOCC2)n(C)c1=O	-6	1
COc1ccc(NC(=O)c2c(-c3ccccc3)noc2C)c(OC)c1	4	-2
CCC(C)NS(=O)(=O)c1ccc(NC(=O)CCC2CCCCC2)cc1 (stereo not given)	-7	x
Cc1c(Cl)cccc1NC(=O)CC(NCCN1CCOCC1)C(=O)O (stereo not given)	x	-21
CCOc1ncccc1C(=O)OCC(=O)N1CCN(S(=O)(=O)c2ccccc2)CC1	2	-3
COc1ccc(OC)c(S(=O)(=O)NCCC2=CCCCC2)c1	-3	-35

As a short view, 5 of the compounds above:
SMILES	RmlCD inh mix	RT RNaseH block
COc1ccc(NC(=O)c2c(-c3ccccc3)noc2C)c(OC)c1	4	-2
CCC(C)NS(=O)(=O)c1ccc(NC(=O)CCC2CCCCC2)cc1 (stereo not given)	-7	x
Cc1c(Cl)cccc1NC(=O)CC(NCCN1CCOCC1)C(=O)O (stereo not given)	x	-21
CCOc1ncccc1C(=O)OCC(=O)N1CCN(S(=O)(=O)c2ccccc2)CC1	2	-3
COc1ccc(OC)c(S(=O)(=O)NCCC2=CCCCC2)c1	-3	-35

Part of the list above in order of count of non-hydrogen atoms, smallest number first.
SMILES	RmlCD inh mix	RT RNaseH block
O=C(CC1CCCCC1)NCc1cn2ccsc2n1	7	0
O=C(/C=C/c1ccccc1)N(c1ccccn1)C1CCCCC1	3	x
Cc1c(Cl)cccc1NC(=O)CC(NCCN1CCOCC1)C(=O)O (stereo not given)	x	-21
CCOCCCNC(=O)C(NC(=O)c1ccc(=O)[nH]c1)c1ccc(Cl)cc1 (stereo not given)	7	x
CCn1c2ccccc2c2cc(NC(=O)CCCN3C(=O)CCC3=O)ccc21	-5	3
Cc1ccc(Cc2c(C)nc3nc(SCC(=O)N4CCC5(CC4)OCCO5)nn3c2C)cc1	-6	x
CO[C@H]1C=CO[C@@]2(C)Oc3c(C)c(O)c4c(O)c(c(C=NN5CCN(C)CC5)c(O)c4c3C2=O)NC(=O)C(C)=CC=C[C@H](C)[C@H](O)[C@@H](C)[C@@H](O)[C@@H](C)[C@H](OC(C)=O)[C@@H]1C	-8	10

Later entries:
SMILES	RmlCD inh mix	RT RNaseH block
Cc1ccc(-c2cc(C(=O)N3CCN(c4ccc(F)cc4)CC3)c3ccccc3n2)o1	-5	x
Cc1cc(Nc2ccc(F)cc2F)n2nc(C)nc2n1	-2	-14
Cc1nc(-c2ccccc2)sc1C(=O)CSc1ccc(Cl)cc1	4	x
Cc1c(C=O)c2ccccn2c1C(=O)c1ccccc1	-11	x
O=C(Nc1ccccc1Sc1ccccc1)C1CCCO1 (stereo not given)	6	-72
CCn1c(COc2cccc(OC)c2)nnc1SCC(=O)Nc1cccc(OC)c1	-11	-5
Cc1ccc(OCC(=O)Nc2cccc(-c3nnc(-c4ccccc4)o3)c2)c(C)c1	-21	x
CCOC(=O)c1c(NC(=O)CSc2nnc3c(n2)[nH]c2ccccc23)sc2c1CCN(C)C2	35	x
CC(=O)C(Sc1ccc2nnc(-c3ccc(C)cc3)n2n1)C(C)=O	3	2
Cc1ccccc1Nc1nc(-c2sc(NC(=O)c3ccc([N+](=O)[O-])cc3)nc2C)cs1	2	x
Nc1nc2c(s1)C(=O)CCC2	-4	-15
NC(=O)c1c(NC(=O)CSc2nnc(-c3ccccc3)n2CC2CCCO2)sc2c1CCC2 (stereo not given)	9	20
COC(=O)Nc1nnc(SCc2ccc(C)cc2)s1	0	-13
CCCc1nc2ccccc2c(=O)n1-c1ccccc1OC	3	-15
O=C(NCCN1C(=O)C2C3C=CC(C3)C2C1=O)N1CCOCC1 (stereo not given)	-13	-6
COc1cccc(-n2nnc3c(=O)n(Cc4ccccc4Cl)cnc32)c1	-6	-10
O=C(c1cc(Cl)nc2ccccc12)N1CCCCC1	4	x
Cc1cccc(Cn2nnc3c2C(=O)c2ccccc2C3=O)c1	-3	x
COc1cc(/C=N/NC(=O)c2cncc(Br)c2)ccc1OC(=O)c1ccc2c(c1)OCO2	51	x
Cn1c(=O)[nH]c(=O)c2c1nc(N1CCOCC1)n2CCSc1ncccn1	x	-42
Cc1sc2nc(C3CC3)nc(SCC(=O)N3c4ccccc4CC3C)c2c1C (stereo not given)	3	x
CC(C)N1C(=O)C2C(C(=O)NC3CCCCC3)C3C=CC2(O3)C1C(=O)NC1CCCC1 (stereo not given)	10	1
O=C(O)CN(c1ccccc1)C1SC(=O)NC1=O (stereo not given)	-8	25
C[C@@H]1C=C(C(=O)O)O[C@H](OCc2ccc(CO)cc2)C1	-5	x
c1ccc2[nH]c(SCc3ccc(-c4nnco4)cc3)nc2c1	-13	6
Cc1ccc2c(C)nc(Nc3ncc4c(n3)CCCC4=O)nc2c1	-8	0
Cc1ccc(C(C(=O)NC2CCCC2)N(Cc2cccs2)C(=O)c2csnn2)o1 (stereo not given)	4	x
CC(C)C[C@H](NC(=O)c1nc[nH]c1C(=O)N[C@@H](CCCCNC(=O)OC(C)(C)C)C(=O)OC(C)(C)C)C(=O)OC(C)(C)C	0	x
C/C(CC(=O)Nc1ccc(OCc2ccccc2)cc1)=N\NC(=O)C(=O)Nc1ccccc1C	-14	x
Cc1cnc(C(=O)Nc2nnc(C(C)C)s2)cn1	23	-2
CCc1ccc(Nc2nnc(SCn3nnc4ccccc4c3=O)s2)cc1	21	x
Cc1cccc(-n2ncc3c(NC4CCCCC4)ncnc32)c1	9	-4
CCC(CC)C(=O)NCc1ccccc1OC	-18	-6
O=Cc1ccc2noc(-c3ccc(F)cc3)c2c1	-11	x
Brc1ccc2c(c1)CNc1c(ncnc1N1CCOCC1)O2	-9	-18
CSc1ccc(-c2nc(CSCC(=O)N3CCOCC3)c(C)o2)cc1	55	-7
CCSc1nc(-c2ccc(OC)cc2)n(-c2nc3ccccc3s2)n1	5	10
O=C(CCN1C(=O)c2ccccc2C1=O)N1CCN(C2c3ccccc3-c3ccccc32)CC1	7	x
c1ccc(-c2csc3ncn4nnnc4c23)cc1	-6	-30
O=C(c1ccncc1)N1CCN(c2ccc(F)cc2)CC1	21	x
CCCc1nnc(SCC(=O)Nc2ccc(OC)cc2)n1N	14	3
CC1CCc2nn(CC(=O)NCCN3CCCCC3C)cc2C1 (stereo not given)	-9	0
O=C(NCc1cccnc1)C(=O)NCC1OCCN1S(=O)(=O)c1ccc(F)cc1 (stereo not given)	5	x
CCCCCc1cc(=O)oc2c(C(CCN3CCCC(C)C3)c3ccc(OC)cc3)c(OC)cc(OC)c12 (stereo not given)	-16	x
Cc1ccc(N(C(=O)Cn2nnc3ccccc32)C(C(=O)NCc2ccco2)c2ccc(C)o2)cc1 (stereo not given)	5	8
CCOC(=O)c1c(CC(C)C)csc1NC(C)=O	6	-35
CCOc1ccccc1NC(=O)C1C2C=CC(O2)C1C(=O)O (stereo not given)	-9	-6
CCCOc1ccc(C(=O)C(CN2CCOCC2)c2ccccc2)cc1 (stereo not given)	8	x
COCCCN=CC1=C(O)CC(C)(C)CC1=O	0	6
Cc1ccc(S(=O)(=O)NC(CC(N)=O)C(=O)O)cc1 (stereo not given)	-8	-10
COC(=O)C1N[C@@H]([C@@H](NC(=O)COc2ccccc2)C(=O)NC2CC2)SC1(C)C (stereo not given in full)	8	x
COc1cccc(/C=N/n2c(N)c(S(=O)(=O)c3cccs3)c3nc4ccccc4nc32)c1	-59	x
O=C(COC(=O)c1ccccc1-c1ccccc1[N+](=O)[O-])c1ccccc1	10	x
N#Cc1c(NC(=O)CCCN2C(=O)c3ccccc3C2=O)oc(-c2ccccc2)c1-c1ccccc1	6	19
CC1CCCCC1NC(=O)CN1C(=O)NC(C)(c2ccc(OC(F)F)cc2)C1=O (stereo not given)	-1	5
O=C(Cc1ccccc1)Nc1nc2ccccc2[nH]1	12	-3
Cn1c(C(O)c2ccccc2F)nc(Cl)c1Cl (stereo not given)	-15	-13
COc1cc2cc(C(c3nnnn3C3CCCC3)N3CCCCC3)c(=O)[nH]c2cc1OC (stereo not given)	9	-5
Nc1nc(SCC(=O)N2CCCCCC2)[nH]c(=O)c1NC(=O)c1ccco1	5	x
CC(CN1CCOCC1)OC(=O)c1ccccc1Br (stereo not given)	-9	-3

New compounds follow
SMILES	RmlCD inh mix	RT RNaseH block
C=C(C)Cn1c(SCC(=O)O)nnc1-c1ccc(C(C)(C)C)cc1	-13	2
CCCOc1ccc(CCc2n[nH]c(=S)n2Cc2ccccc2)cc1	6	x
CC[C@H](C)[C@@H]1NC(=O)c2cc([N+](=O)[O-])cc(F)c2NCCCC[C@@H](C(N)=O)NC(=O)[C@H](CCCCN)NC1=O	-16	x
COC(=O)C1=C(C)NC(=O)/C1=C\c1cc(C)n(-c2cc(C)cc(C)c2)c1C	-7	x
CC(=O)c1cccc(NC(=O)N2CCCC2C(=O)NCCC(C)C)c1 (stereo not given)	4	-24
CCOc1nc(-c2ccc(Cl)cc2Cl)ccc1C#N	7	x
CC(C(=O)N1CCCCC1)n1ncn2cccc2c1=O (stereo not given)	13	-7
CCOc1ccc(S(=O)(=O)N(CCO)CCO)cc1-c1nc2c(C(C)(C)C)nn(C)c2c(=O)[nH]1	9	x
COc1ccc(-c2nc(CS(=O)CC(=O)NCCC3=CCCCC3)c(C)o2)cc1 (stereo not given)	4	0
CC(=O)n1cc([C@H]2C=C(C(=O)Nc3ccccc3)O[C@@H](OCc3ccc(CO)cc3)C2)c2ccccc21	4	x
COC(=O)c1nn(-c2ccc(Cl)cc2)c(=O)cc1Sc1ccccn1	-9	x
CSc1nnc2c(n1)OC(c1cccn1C)N(C(C)=O)c1ccccc1-2 (stereo not given)	2	-11
Cc1csc2nc(CNC(=O)C3CCCCC3)cn12	0	-7
Cc1ccc(OS(=O)Nc2cccc3nccnc23)cc1 (stereo not given)	4	-19
CC(C)c1ccc(CN(C(=O)C2COc3ccccc3O2)C2CCS(=O)(=O)C2)cc1 (stereo not given)	-1	x
CCCCOc1ccc(S(=O)(=O)Nc2cccnc2)cc1	9	6
Cc1ccc(OCc2nnc(SCC(=O)C(C)(C)C)n2Cc2ccco2)cc1	11	2
Cc1ccccc1C(=NC(=O)c1ccccc1)c1ccccc1	14	x
CCOc1cccc(=O)c2c(C)n(CC3CCCO3)c(C)c12 (stereo not given)	9	11

Compound activity (PubChem)
